Menin MLL FP TR: qHTS Assay for Inhibitors Targeting the Menin-MLL Interaction in MLL Related Leukemias: Competition With Texas Red Labeled MLL-derived Mutant Peptide | 0.23% of 270,000 active | AID 1768, 2009 | Menin + Texas Red MLL mutant peptide, fluorescence polarization | Potency, µM (top dose mostly 61.6 µM), inactives show at the highest dose FP activity change, negative = inhibition, most hits filed as inhibitors; active means well fitted inhibition curve with a large enough effect in the polarisation, with a control signal flat, not every such curve was filed as active; inconclusive means small, poorly fitted or top-dose-only effect, or effect the other way, or a change in a side signal; inactive means no such curve, though single readings can be large or run the other way; the % refers to the polarisation; further: potency means the concentration at half of the fitted maximal effect; % of control where 0% means no effect; many of its hits are not listed in these tables
Integrin act MD: qHTS for Activators of Integrin-Mediated Alleviation for Muscular Dystrophy; alpha7betagal myoblasts, beta-gal FDG fluorescence, 48 h; Potency, µM (series often up to 38.3 µM), for the others: top-dose activation, hits mostly activators; 0.064% of 350,000 active; AID 624291, 2012;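 further: potency means the concentration at half of the fitted maximal effect; 100% = response of the positive control SU9516; nearly all actives have a fitted effect of over 60% in size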
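alpha7betagal+/- myoblasts (passage 13, 250/well) treated 48 h at 37C with compounds at 1:260 dilution of DMSO stock. Lysed, then beta-galactosidase activity read as FDG fluorescence (ex 480/em 540) after 30 min, with pre-read for autofluorescence.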
CXXC DNA block: qHTS Fluorescence Polarization Assay for Inhibitors of MLL CXXC domain - DNA interaction; 0.037% of 290,000 active; Potency, µM (series often up to 115 µM), for the others: top-dose activity change, negative = inhibition, most hits filed as inhibitors; MLL-CXXC / FITC-HOXA9 DNA fluorescence polarization; Histone-lysine N-methyltransferase 2A (Homo sapiens), Q03164; AID 2662, 2010; active means well fitted inhibition curve with a large enough effect in the polarisation, with a control signal flat, not every such curve was filed as active; inconclusive means small, poorly fitted or top-dose-only effect, or effect the other way, or a change in a side signal; inactive means no such curve, though single readings can be large or run the other way; the % refers to the polarisation; further: potency means the concentration at half of the fitted maximal effect
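Purified MLL-CXXC (added from a 7 uM solution) was preincubated 5 min at ambient with pinned compounds in 50 mM Tris-HCl pH 7.5, 50 mM NaCl, 1 mM DTT, 0.05% BSA. Fluorescein-labeled HOX-A9 DNA (50 nM solution) followed, 30 min, then polarization read.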
TSHR antag: Antagonists of the Thyroid Stimulating Hormone Receptor: HTS campaign; TSHR-expressing cells, TSH-stimulated cAMP HTRF, 2 h; hits give low values; activity change, negative = inhibition, % at 11.5 µM; 0.2% of 330,000 active; AID 504810, 2011;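 active means activity change below a set negative limit, meaning inhibition stronger than a set level, cut at about -70% in these data; inconclusive means activity change between two set negative limits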; further: on the % scale 0 is the no-effect control and ±100 the full control effect
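Inhibition of cAMP made by TSHR-expressing cells under TSH stimulation (4nM final, EC80; 2 h, 37 deg C) is quantified with a one-step lysis HTRF kit, anti-cAMP cryptate versus cAMP-d2.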
AT treatment: qHTS Assay for Identifying a Potential Treatment of Ataxia-Telangiectasia. […] A-T fibroblasts, KAP-1 phosphorylation AlphaLISA; neocarzinostatin DNA damage 30 min before lysis. Potency, µM (titrated, usually from 57.5 µM), inactives show at the highest dose activation, actives largely listed as activators. 0.19% of 320,000 active. AID 485349, 2010; further: potency means the concentration at half of the fitted maximal effect; % of control where 0% means no effect; nearly all actives have a fitted effect of over 45% in size
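ATM-like activity read as KAP-1 phosphorylation via AlphaLISA donor/acceptor antibody pairs after lysis and 6 hr at 25C. Cells were ATM-null patient fibroblasts ([…], hTERT), dosed 60 min, then exposed to the DSB inducer NCS for 30 min.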
TCR activator: Activators of T cell receptors: qHTS campaign; 330,000 tested, under 10 active; Potency, µM (top dose mostly 9.22 µM), for inactives: at the highest dose activation of IL-2 secretion, most hits filed as activators; primary human leukocytes, anti-CD3, IL-2 HTRF, 48 h; further: % of control where 0% means no effect
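IL-2 produced over 48 hr by a-CD3 bead-stimulated primary human leukocytes exposed to compounds was detected with a homogeneous time-resolved FRET immunoassay, 665nm acceptor signal after 320nm excitation.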
Mito fusion act: qHTS Assay for Small Molecule Inhibitors of Mitochondrial Division or Activators of Mitochondrial Fusion. 0.23% of 320,000 active. S. cerevisiae fusion-defective mutant growth rescue, CellTiterGlo 48 h. Potency, µM (titrated, usually from 46.1 µM), for the others: top-dose growth rescue (activation), hits mostly activators;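 further: potency means the concentration at half of the fitted maximal effect; % of control where 0% means no effect; nearly all actives have a fitted effect of over 45% in size; temperature-sensitive fusion mutants such as fzo1-1 at 37 °C on non-fermentable ethanol glycerol medium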
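Yeast fusion mutant, YPEG (non-fermentable carbon), compound, 48 h at 37C non-permissive; CellTiterGlo added, 10 min RT, luminescence read. Rescued growth = division inhibition.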
PTAP TSG101 blk: qHTS Assay for Iinhibitors of HIV-1 Budding by Blocking the Interaction of PTAP/TSG101 | Tumor susceptibility gene 101 protein (Homo sapiens), Q99816 | Fluorescence polarization, FITC-PTAP peptide / Tsg101 binding | Potency, µM (top dose mostly 115 µM), inactives show at the top dose activity change, negative = inhibition, hits mostly inhibitors | 340,000 tested, under 10 active | AID 493005, 2010; active means well fitted inhibition curve with a large enough effect in the main read-out, with a control signal flat, not every such curve was filed as active; inconclusive means small, poorly fitted or top-dose-only effect, or effect the other way, or a change in a side signal; inactive means no such curve, though single readings can be large or run the other way; further: potency means the concentration at half of the fitted maximal effect; % of control where 0% means no effect
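Fluorescence anisotropy tracks displacement of a FITC-tagged PTAP peptide (50 nM) from the Tsg101 binding domain (10 uM), following a 20 min room-temperature incubation at pH 7.5.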
MBNL1-CUG inh: qHTS Assay for Inhibitors of MBNL1-poly(CUG) RNA binding. Muscleblind-like protein 1 (Homo sapiens), Q9NR56. 0.036% of 280,000 active. TR-FRET MBNL1-His/biotin-(CUG)12 binding, 665/545 ratio. Potency, µM (titrated, usually from 57.5 µM), for the others: top-dose activity change, negative = inhibition, usual class: inhibitors. AID 2675, 2010; active means well fitted inhibition curve with a large enough effect in the signal ratio, with a control signal flat, not every such curve was filed as active; inconclusive means small, poorly fitted or top-dose-only effect, or effect the other way, or a change in a side signal; inactive means no such curve, though single readings can be large or run the other way; the % refers to the signal ratio; further: potency means the concentration at half of the fitted maximal effect; on the % scale 0 is the no-effect control and ±100 the full control effect
Target sequence (Q9NR56 whole entry, looked up): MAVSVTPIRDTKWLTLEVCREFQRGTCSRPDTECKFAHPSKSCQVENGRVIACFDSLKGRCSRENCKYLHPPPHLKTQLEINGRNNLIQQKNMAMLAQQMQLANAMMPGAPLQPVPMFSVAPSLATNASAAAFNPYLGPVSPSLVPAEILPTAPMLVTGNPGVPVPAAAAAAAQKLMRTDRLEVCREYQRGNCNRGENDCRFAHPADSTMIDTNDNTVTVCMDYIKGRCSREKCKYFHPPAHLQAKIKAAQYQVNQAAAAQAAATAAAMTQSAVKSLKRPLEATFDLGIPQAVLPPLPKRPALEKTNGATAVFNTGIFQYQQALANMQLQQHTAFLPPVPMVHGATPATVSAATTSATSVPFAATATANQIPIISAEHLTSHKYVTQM
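Inhibition of protein-RNA binding appears as loss of TR-FRET between terbium anti-His antibody on MBNL1-His and streptavidin-XL665 on biotin-(CUG)12. Activity is normalized to buffer-only and uninhibited-complex controls.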
S-ASM inh: Inhibitors of Secretory Acid Sphingomyelinase (S-ASM): qHTS | Potency, µM (top dose mostly 57.5 µM), without a hit: at the highest dose activity change, negative = inhibition, most hits filed as inhibitors | AID 504937, 2011 | 0.006% of 340,000 active | Sphingomyelin phosphodiesterase (Homo sapiens), P17405 | placental ASM, HMU-PC fluorogenic substrate, 60 min; further: potency means the concentration at half of the fitted maximal effect
Target sequence (P17405 47-631 limits assumed): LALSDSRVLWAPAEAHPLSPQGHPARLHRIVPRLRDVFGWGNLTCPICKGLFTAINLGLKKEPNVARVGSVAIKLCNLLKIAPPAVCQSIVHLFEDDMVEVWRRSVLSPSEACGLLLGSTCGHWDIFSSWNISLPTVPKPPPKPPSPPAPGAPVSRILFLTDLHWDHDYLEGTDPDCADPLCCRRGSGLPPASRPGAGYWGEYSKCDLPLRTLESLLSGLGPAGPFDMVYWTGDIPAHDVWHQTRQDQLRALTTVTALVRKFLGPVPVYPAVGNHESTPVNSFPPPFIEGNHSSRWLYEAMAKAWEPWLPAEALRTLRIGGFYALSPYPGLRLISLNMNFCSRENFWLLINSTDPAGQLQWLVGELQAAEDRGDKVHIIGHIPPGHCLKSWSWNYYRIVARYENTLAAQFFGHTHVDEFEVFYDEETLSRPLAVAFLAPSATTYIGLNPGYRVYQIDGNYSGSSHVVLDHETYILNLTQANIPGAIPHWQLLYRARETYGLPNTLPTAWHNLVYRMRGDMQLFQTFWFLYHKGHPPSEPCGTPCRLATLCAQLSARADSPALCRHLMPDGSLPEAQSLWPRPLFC
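Fluorogenic HMU-PC substrate (9 uM final) is turned over by placental ASM in 60 min at 37 C after a 10 min compound preincubation. Reaction ended by alkaline stop (pH 10), with fluorescence read at 386/447 nm.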
* marks the source's active call; other numbers are inactive results; ? = inconclusive; . = no result given; & = joins results of further samples; [ ] = another dose, or the depositor's remark. Unless noted, the call rests on the fitted dose curve; in most records, active means well fitted curve in the direction sought with a large enough effect; inconclusive means small, poorly fitted or top-dose-only effect, or another doubt; inactive means no such curve, though single readings can be large; an effect the other way counts as inactive or inconclusive. The list is partial; rates above refer to the full screens.

SMILES	Menin MLL FP TR	Integrin act MD	CXXC DNA block	TSHR antag	AT treatment	TCR activator	Mito fusion act	PTAP TSG101 blk	MBNL1-CUG inh	S-ASM inh
Cc1ccc(C2NC(=O)c3c(sc(C)c3C)N2)c(O)c1 (stereo not drawn)	8%	-1%	-7%	-8	.	-3%	2%	0%	21%	67%
CCN(CC(=O)Nc1ccc(NC(C)=O)cc1)CC(=O)Nc1cccc(Cl)c1	8%	0%	-5%	6	1%	1%	-6%	0%	-3%	-3%
Cc1ccc(/C(O)=C/C(=O)C(=O)NNC(=O)C(O)(c2ccccc2)c2ccccc2)cc1	?	-7%	-8%	20	-1%	0%[46.1 µM]	5%	-1%	-4%	-14%
Cc1ccccc1NC(=O)Cc1nc(COC(=O)CCC(=O)c2ccccc2)cs1	.	7%	.	3	2%	3%	5%	1%	.	0%
CCOc1ccc(-n2nnnc2SCC(=O)N2CCOCC2)cc1	0%	20%	7%	-5	-1%	14%[46.1 µM]	-3%	-9%	?	-1%
Cc1ccc(C)c(NC(=O)/C(C#N)=C/c2cn(CC(=O)NCc3ccco3)c3ccccc23)c1	-2%	9%	-1%	-13	6%	-1%[46.1 µM]	-3%	0%	-5%	250%[activator]
CCOc1ccc(-n2c(Cc3cc(=O)[nH]c(=O)[nH]3)nnc2SCC)cc1	-2%	27%	2%	2	-4%	-7%	0%	-6%	-6%	9%
Cc1cccc(OCC(=O)N2CCC(N3CCOCC3)CC2)c1	-2%	-15%	-7%	4	3%	-1%	0%	1%	-3%	4%
COc1cccc(NC(=O)C(=O)N2CCOCC2)c1	-13%	-7%	5%	26	-4%	-1%[46.1 µM]	4%	-2%	-20%	-3%
CN(Cc1ccccc1)C(=O)COC(=O)c1ccc[nH]c1=O	.	18%	.	-5	11%	-2%[46.1 µM]	.	-1%	.	-4%
CC1(c2ccc3ccccc3c2)NC(=O)N(CC(=O)Nc2cccc(S(=O)(=O)N3CCOCC3)c2)C1=O (stereo not drawn)	8%	-11%	-15%	5	0%	2%[46.1 µM]	-4%	0%	-13%	-11%
O=C(c1ccc(Br)cc1)c1cn[nH]c1-c1ccccc1O	41%[activator]	39%	1%	-2	-3%	1%	?	-3%	-4%	-4%
CC12CCC3(CO)COC(c4ccccc4O1)C2C3 (stereo not drawn)	2%	32%	8%	0	3%	3%	0%	-7%	-3%	2%
C[C@H]1C=C(C(=O)NCc2ccccc2)O[C@@H](OCc2ccc(CO)cc2)C1	-7%	3%	-12%	-1	-25%	0%	-5%	-1%	-5%	13%
COCCn1c(SC(C)C(=O)Nc2ncc(Cl)cc2Cl)nc2ccccc21 (stereo not drawn)	.	20%	7%	2	7%	3%	5%	-4%	-3%	-1%
CSc1cccc(NC(=O)c2sc3nc4n(c(=O)c3c2C)CCC4)c1	.	11%	-4%	14	-6%	-3%	?	-5%	1%	-18%
CCCN(CCC)S(=O)(=O)c1ccc(C(=O)Nc2nnc(CSC)o2)cc1	?	-20%	4%	-5	-1%	-1%	1%	-10%	5%	0%
O=c1oc(-c2cccs2)nc2sc3c(c12)CCC3	6%	-1%	0%	-20	-1%	.	0%	1%	3%	5%
Nc1cc(-c2ccccc2)n2c(n1)nc1ccccc12	.	0%	1%	5	-9%	-4%	1%	-2%	0%	5%
Cc1ccc(S(=O)(=O)NCCC(=O)OCn2nnc3ccccc3c2=O)cc1	11%	1%	2%	-1	-1%	-5%	5%	-3%	-1%	2%
O=C(c1ccc(S(=O)(=O)N2CCOCC2)cc1)N1CCc2ccccc2C1	-20%	-18%	1%	8	-3%	7%	4%	-1%	2%	3%
COc1ccc(C(C)=O)cc1COC(=O)CSCC(=O)Nc1ccc(C)cc1	.	3%	.	-5	5%	-2%	6%	2%	.	1%
COc1cc(/C=C/c2cc(OC(C)=O)c3ccccc3n2)c(OC(C)=O)c([N+](=O)[O-])c1	?	4%	4%	-7	-5%	6%	-1%	-5%	?	-3%
Cc1nn(C)c(C)c1Sc1ccccc1N	-15%	5%	3%	-2	-3%	-4%	6%	-3%	0%	0%
COc1cc(NC(=O)CN2CCN(c3ccccc3)CC2)c(C)cc1[N+](=O)[O-]	1%	0%	?	5	1%	-2%[46.1 µM]	-5%	1%	.	-1%

The closing two entries of the section before come first, to join the parts:
SMILES	Menin MLL FP TR	Integrin act MD	CXXC DNA block	TSHR antag	AT treatment	TCR activator	Mito fusion act	PTAP TSG101 blk	MBNL1-CUG inh	S-ASM inh
Cc1nn(C)c(C)c1Sc1ccccc1N	-15%	5%	3%	-2	-3%	-4%	6%	-3%	0%	0%
COc1cc(NC(=O)CN2CCN(c3ccccc3)CC2)c(C)cc1[N+](=O)[O-]	1%	0%	?	5	1%	-2%[46.1 µM]	-5%	1%	.	-1%
CCN(C(=O)CCc1nc(-c2ccc(OC)cc2)no1)c1cc(OC)ccc1OC	.	12%	11%	-23	22%	-6%	27%	-2%	-8%	-10%
Cc1ccc(S(=O)(=O)N2CCC[C@H]2C(=O)OCC(=O)Nc2ccc3c(c2)OCO3)cc1	.	-18%	.	0	0%	1%	.	-2%	.	0%
COC(=O)C1=C(C)N(Cc2ccccc2)C(=NCCc2cccnc2)N[C@H]1c1ccc(Br)cc1	-16%	0%	?	-2&34	9%&-3%	0%	-13%	-8%	-2%	-7%
COC(=O)NC1c2ccccc2Oc2ccccc21	-21%	0%	-10%	26	8%	16%	-26%	-5%	0%	1%
CNc1ccc(Oc2c(F)c(F)nc(F)c2F)cc1	19%	0%	1%	-3	4%	7%	1%	1%	3%	5%
CCOC(=O)c1cc2c(ccn2C)n1CC(=O)N(Cc1ccccc1)c1ccc(F)cc1	-9%	2%	1%	-3	-3%	7%[46.1 µM]	13%	2%	-1%	0%
COc1ccc(NC(=O)C(=O)NCC(c2ccco2)N2CCc3ccccc32)cc1 (stereo not drawn)	.	-24%	.	0	-11%	-4%	6%	-2%	.	-1%
O=C(Nc1nc2c(s1)CCCC2)c1cccs1	11%	21%	1%	-13	-1%	2%	0%	-1%	-4%	-2%
CCC1CCCCN1CCNC(=O)C1CCCN(S(=O)(=O)c2cccc3nsnc23)C1 (stereo not drawn)	.	-11%	9%	23	-8%	-3%	2%	-6%	?	5%
Cc1cccc(NC(=O)Nc2ccc3c(c2)N(C)C(=O)CS3)n1	0%	42%	-15%	-7	8%	2%	3%	0%	-7%	-2%
CCOC(=O)c1cnc2cc3c(cn2c1=O)CCCC3	-18%	5%	-10%	-6	3%	-6%	4%	1%	?	209%[activator]
O=C(COC(=O)Cc1ccc(S(=O)(=O)N2CCOCC2)s1)NCCc1ccccc1	?	6%	2%	15	-2%	.	0%	-2%	13%	1%
O=C(NCCc1ccccc1)c1ccc(Cl)c([N+](=O)[O-])c1	25%	-21%[7.66 µM]	-8%	9	-11%	.	10%	-5%	?	0%
Cc1nn(CC(=O)NCCCN2C(C)CCCC2C)c(=O)c2cc3occc3n12 (stereo not drawn)	.	-4%	-1%	14	12%	1%	4%	-2%	1%	-2%
O=C(COC(=O)/C=C/c1cccs1)NC1CCCCC1	.	-20%	-3%	-9	-29%	4%	0%	-5%	?	6%
COc1ccccc1C(=O)Nc1cccc2cccnc12	56%[activator]	14%	1%	-11	27%	-5%	-9%	-7%	0%	-8%
COc1ccc(CN2CCc3c([nH]c4ccccc34)C2)c(OC)c1C	-5%	-17%	?	5	1%	.	-11%	-2%	12%	6%
Cc1onc(-c2c(Cl)cccc2Cl)c1NC(=O)NN(C)C	.	5%	1%	6	0%	-3%	-3%	-1%	-10%	5%
CCN(CC)CCCn1c(SCC(=O)NCC2CCCO2)nc2ccccc2c1=O (stereo not drawn)	.	19%	.	15	11%	0%	-1%	-1%	.	13%

Screening results (PubChem BioAssay)
